Screens as filed in PubChem.
HSF1 activator: increases HSF-1 driven luciferase reporter signal. NIH3T3-HGL HSF-1 luciferase reporter, MG132, 8 h; 100% = twice DMSO control signal. activation, % at 9 µM. 1.7% of 300,000 active. AID 504408;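 active = mean replicate activation of at least 50% with a set share of replicates each reaching 50%; inconclusive = only one of those two conditions met; inactive = mean below 50% and too few replicates reaching it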;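 note: 0% = median of the neutral control wells and 100% = twice that signal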
HIF act: HIF pathway transcriptional activation; U2OS HRE-luciferase reporter, luminescence; normalized: DMSO 0%, desferrioxamine 100%; activation, % at 7.5 µM (by protocol); 0.32% of 300,000 active; AID 1910;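 active = mean activation of at least 10% of the iron chelator positive control signal, with at least half of replicates also reaching 10%; inconclusive = mean and replicate majority disagree about reaching 10%; inactive = mean and most replicates under 10%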
HDAC3 inh: blocks human histone deacetylase 3 | 0.15% of 320,000 active | recombinant HDAC3, fluorogenic peptide/trypsin coupled, fluorescence | AID 2718 | inhibition, % at 8.3 µM; in the data active = inhibition above about 26%, passing the limit was not always enough; inconclusive = no clear call, values can overlap the other calls
Target sequence (O15379 whole entry, looked up): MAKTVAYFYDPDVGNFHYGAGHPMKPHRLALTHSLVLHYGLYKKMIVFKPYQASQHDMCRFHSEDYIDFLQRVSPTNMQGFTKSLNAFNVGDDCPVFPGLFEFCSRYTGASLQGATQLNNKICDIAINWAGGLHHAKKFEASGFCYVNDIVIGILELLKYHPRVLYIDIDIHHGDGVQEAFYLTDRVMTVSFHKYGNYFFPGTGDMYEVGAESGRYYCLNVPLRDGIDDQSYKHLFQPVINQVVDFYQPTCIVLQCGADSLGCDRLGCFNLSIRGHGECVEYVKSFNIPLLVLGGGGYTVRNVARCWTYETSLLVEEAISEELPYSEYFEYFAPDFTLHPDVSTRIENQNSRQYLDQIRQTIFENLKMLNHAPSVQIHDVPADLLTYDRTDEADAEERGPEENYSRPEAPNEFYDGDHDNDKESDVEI
HSF1 inhib: HSF1 inhibition; NIH3T3-HGL HSE-luciferase, MG132-induced, luminescence 8 h; active compounds read low; activity change, negative = inhibition, % at 7.5 µM (by protocol); 0.77% of 300,000 active;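 active = more than half of replicate wells show activity change below -50%, luminescence cut by over half; inconclusive = some wells, but at most half, below -50%; inactive = no replicate well below -50%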;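 note: luciferase reports HSF-1 transcriptional activity via heat shock element; 0% = median of DMSO wells and -100% = zero luminescence signal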
AI-2 QS modul: modulators of Vibrio harveyi AI-2 quorum sensing system. Vibrio harveyi JMH597 AI-2 luminescence/OD600 ratio, 9 h; active compounds read low; strain lacks LuxN and CqsS sensors; 0 = neutral-control median. activity change, % at 7.5 µM. 0.4% of 300,000 active. AID 2094; in the data active = activity change below about -75%, passing the limit was not always enough; inconclusive = no clear call, values can overlap the other calls;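 note: luminescence divided by OD600 gain over 9 h not by final OD600 alone; inactives centre near 13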
IEC-6 tox: IEC-6 cytotoxicity, counter-screen for KLF5 inhibitors. luminescence viability. inhibition, % at 5 µM. 0.78% of 290,000 active; in the data active = inhibition above about 22%;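 note: 0% = plate median of test compound wells and 100% = cytotoxic reference compound wells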
KLF5 inhibitor: inhibitors of KLF5 expression. 0.23% of 290,000 active. DLD-1 KLF5 promoter-luciferase reporter, luminescence. inhibition, % at 5 µM;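 active = inhibition above a per-plate limit of that plate's mean compound inhibition plus 3 SD, cut at about 60% in these data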;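 note: 0% = DMSO wells and 100% = LY294002 at 200 µM; higher means less KLF5 promoter-driven luciferase light; inactives centre near -14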
Platelet DG rel: platelet dense granule release activity. 0.22% of 300,000 active. inhibition, %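 (compounds screened at 7.5 µM in platelet-rich plasma)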. human platelet-rich plasma, SFLLRN dense granule ATP release, luminescence. AID 1663;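 active = mean replicate score, as percent of positive control, at or above 50; inconclusive = mean below 50 but at least one replicate at or above 50; inactive = mean and every replicate below 50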
aSyn 5UTR inh: 5' untranslated region of α-synuclein, MLPCN primary screen; 0.82% of 300,000 active; inhibition, % (tested at 7.5 µM); alpha-synuclein 5'UTR reporter, inhibitor activity; AID 1813; in the data active = inhibition above about 60%; inconclusive = no clear call, values can overlap the other calls;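 note: H4 neuroglioblastoma cells stably carrying SNCA 5'UTR luciferase fusion; 0% = DMSO wells and 100% = positive control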
HSP90 refold inh: HSP90 refolding inhibition in rabbit reticulocyte lysate; luciferase refolding luminescence, 3 h; inhibition, % at 5.6 µM; 0.91% of 290,000 active;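 active = inhibition above the screen-wide mean plus 3 SD, computed separately per campaign, cut at about 16% in these data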;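 note: 0% = DMSO wells and 100% = 60 µM geldanamycin wells; inhibitors lower the luminescence because luciferase stays unfolded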
* = called active by the depositor; ? = inconclusive; · = no result given. Compounds as they come (roughly 5% active in at least one column).

SMILES	HSF1 activator	HIF act	HDAC3 inh	HSF1 inhib	AI-2 QS modul	IEC-6 tox	KLF5 inhibitor	Platelet DG rel	aSyn 5UTR inh	HSP90 refold inh
O=C(N/N=C/c1ccccc1C(=O)O)C(=O)N1CCCCC1	-6	-0.4	3	-8	11	2	-2	3	-2	-2
COc1ccc(OC)c(Nc2nc(-c3sc(N)nc3C)cs2)c1	-1	-0.5	0	-9	13	-3	15	-2	14	26*
CCCCOC(=O)c1ccc(N/C(=N\S(=O)(=O)c2ccccc2)c2ccccc2)cc1	3	0.2	1	3	12	9	30	-7	-3	-3
C/C(=N\NC(=O)c1cccc(S(=O)(=O)N2CCCC2)c1)c1ccccc1F	0	0.1	·	3	-3	·	·	-7	-22	·
CCOC(=O)c1c(C)[nH]c(C(=O)COC(=O)c2ccccn2)c1C	38	0.3	13	26	17	2	-9	6	16	-3
COc1ccc(CNC(=O)CCCn2nc(C)c([N+](=O)[O-])c2C)cc1	-7	0.1	-1	0	3	-6	-14	2	27	-1
CCOc1ccc(-n2ccc(=O)c(C(=O)O)n2)cc1	15	-9.4	6	3	16	0	-2	3	5	-1
CCC(=O)Nc1ccc(NC(=S)NC(=O)/C=C/c2ccco2)cc1	8	-1.6	8	-3	31	1	-13	1	-32	1
COc1ccc(-c2csc(Nc3ccc(S(N)(=O)=O)cc3)n2)cc1OC	18	0.0	11	1	9	-3	-25	-1	62*	23*
Cn1c(C(=O)N2CCCC(C(=O)NCCCc3ccccc3)C2)cc2sccc21 (stereo unspecified)	-32	0.4	·	-13	7	0	-25	3	-2	-2
CCOc1ccc(/C=N/NC(=O)c2cccc3ccccc23)c(OCC)c1	-4	-0.2	-6	5	16	8	5	9	9	-7
CCOc1ccccc1-n1c(SCC(=O)N2CCCC2)nnc1-c1ccc(O)cc1	3	-0.3	-8	1	22	2	-9	2	6	3
CCCN(Cc1ccccc1)C(=O)Nc1ccc2c(c1)nnn2C	18	0.8	0	3	34	4	-13	0	-17	0
O=[N+]([O-])c1cc([N+](=O)[O-])c(Oc2cncc(Cl)c2)cc1NN1CCCCC1	3	-0.4	7	2	-1	1	-17	-4	-38	-2
Cc1ccc2nc(-c3ccc(NC(=O)c4ccco4)cc3)[nH]c2c1	34	2.2	10	20	7	6	-177	2	-163	4

Given bar-delimited: entries from further up.
structure | HSF1 activator | HIF act | HDAC3 inh | HSF1 inhib | AI-2 QS modul | IEC-6 tox | KLF5 inhibitor | Platelet DG rel | aSyn 5UTR inh | HSP90 refold inh
COc1ccc(CNC(=O)CCCn2nc(C)c([N+](=O)[O-])c2C)cc1 | -7 | 0.1 | -1 | 0 | 3 | -6 | -14 | 2 | 27 | -1
CCOc1ccc(-n2ccc(=O)c(C(=O)O)n2)cc1 | 15 | -9.4 | 6 | 3 | 16 | 0 | -2 | 3 | 5 | -1
CCC(=O)Nc1ccc(NC(=S)NC(=O)/C=C/c2ccco2)cc1 | 8 | -1.6 | 8 | -3 | 31 | 1 | -13 | 1 | -32 | 1
COc1ccc(-c2csc(Nc3ccc(S(N)(=O)=O)cc3)n2)cc1OC | 18 | 0.0 | 11 | 1 | 9 | -3 | -25 | -1 | 62* | 23*
Cn1c(C(=O)N2CCCC(C(=O)NCCCc3ccccc3)C2)cc2sccc21 (stereo unspecified) | -32 | 0.4 | · | -13 | 7 | 0 | -25 | 3 | -2 | -2
CCOc1ccc(/C=N/NC(=O)c2cccc3ccccc23)c(OCC)c1 | -4 | -0.2 | -6 | 5 | 16 | 8 | 5 | 9 | 9 | -7
CCOc1ccccc1-n1c(SCC(=O)N2CCCC2)nnc1-c1ccc(O)cc1 | 3 | -0.3 | -8 | 1 | 22 | 2 | -9 | 2 | 6 | 3
CCCN(Cc1ccccc1)C(=O)Nc1ccc2c(c1)nnn2C | 18 | 0.8 | 0 | 3 | 34 | 4 | -13 | 0 | -17 | 0
O=[N+]([O-])c1cc([N+](=O)[O-])c(Oc2cncc(Cl)c2)cc1NN1CCCCC1 | 3 | -0.4 | 7 | 2 | -1 | 1 | -17 | -4 | -38 | -2
Cc1ccc2nc(-c3ccc(NC(=O)c4ccco4)cc3)[nH]c2c1 | 34 | 2.2 | 10 | 20 | 7 | 6 | -177 | 2 | -163 | 4

(more compounds)
SMILES	HSF1 activator	HIF act	HDAC3 inh	HSF1 inhib	AI-2 QS modul	IEC-6 tox	KLF5 inhibitor	Platelet DG rel	aSyn 5UTR inh	HSP90 refold inh
O=C(NC1CCCc2ccccc21)C12CC3CC(CC(O)(C3)C1)C2 (stereo unspecified)	-18	0.3	5	-3	16	-2	-37	7	-5	1
CCc1ccc(-c2cc(C)no2)cc1S(=O)(=O)Nc1cc(C)ccn1	-2	-0.4	-1	-3	3	2	-15	24	3	-1
CCOc1ccc(NC(=O)C2CCN(S(=O)(=O)c3c(C)noc3C)CC2)cc1	-7	0.3	16	-1	6	-5	9	8	15	-4
COc1ccc(CN2CC(C(=O)NCCCN3CCN(C)CC3)CC2=O)cc1 (stereo unspecified)	5	-0.4	1	-2	8	-3	-22	1	-16	4
CC(C)NC(=O)c1ccccc1NC(=O)C1CC(=O)N(C(C)C)C1 (stereo unspecified)	-12	0.4	-4	-15	6	8	-14	-1	12	4
COc1ccc(/C=C/C(=O)NC2CCCCCC2)cc1S(=O)(=O)N1CCOCC1	24	2.1	5	19	20	-10	-20	4	-75	1
O=C(NC(=S)NCCC1=CCCCC1)c1ccco1	62*	0.5	15	27	20	-4	-20	-2	-61	0
N#Cc1c(C(F)(F)F)cc(-c2ccc(F)cc2)nc1SCC(=O)O	26	0.1	1	2	21	9	9	-29	-25	1
CC1=CC(C)(C)N2C(=O)C3(C(C#N)=C(N)OC4=C3C(=O)CCC4)c3c(C)c(C)cc1c32 (stereo unspecified)	10	-0.6	-2	4	21	6	4	-1	-16	6
CC(=O)c1cccc(Nc2cc(C)nc3c(C)cc(C)cc23)c1	-14	-4.9	-9	-7	-10	6	-31	13	-5	-1
Cc1nc(SCC(=O)OCc2ccccc2)c2c(=O)n(C)c(=O)n(C)c2n1	-13	-0.2	-6	-7	5	·	·	-1	2	·
CCCCNS(=O)(=O)c1ccc2nc(-c3cccnc3)cc(C(=O)NCC(OC)OC)c2c1	0	-0.9	2	-13	5	0	-54	1	-6	-3
CCOc1ccc(C2c3[nH]c4ccccc4c3CCN2C(=O)Cn2cncn2)cc1 (stereo unspecified)	·	-0.5	4	·	11	3	6	-6	18	-3
COc1ccccc1C(=O)NC1CC(C)(C)NC(C)(C)C1	-4	-0.6	-5	-1	10	-6	-18	0	-2	0
COc1cccc(/C=C2\SC(=S)N(CCCC(=O)N(CCO)c3ccccc3)C2=O)c1	-14	-0.7	9	-9	20	0	-10	-10	39	3
O=C(CCNS(=O)(=O)c1ccc2c(c1)CCC(=O)N2)Nc1ccc(F)c(F)c1	-5	0.1	10	-2	18	-2	-5	1	10	-6
Cc1ccc(NC(=O)CC2S/C(=N/c3nccs3)N(C)C2=O)c(C)c1 (stereo unspecified)	10	0.6	2	3	25	8	-9	-2	-11	-1
COc1ccc(CNC(=O)CSc2nc(-c3ccccc3)cc(-c3cccs3)c2C#N)cc1	-4	0.8	-4	-5	13	5	2	3	8	-2
COc1ccccc1N1CCN(C2CCCN(S(=O)(=O)c3cccc(Cl)c3)C2)CC1 (stereo unspecified)	15	-0.1	1	7	34	-13	4	9	-4	-1
Cc1cccc(N2CCN(C(=O)c3c(-c4ccccc4)noc3C)CC2)c1C	-24	0.1	5	-5	22	72*	61	1	65*	2
COc1ccccc1N(C(=O)c1ccncc1)c1nc(-c2ccc([N+](=O)[O-])cc2)cs1	-12	0.0	4	-2	13	4	-46	-5	11	16
CC12CCC(C(=O)Nc3ccccc3-n3cccc3)(CC1=O)C2(C)C (stereo unspecified)	-3	-0.1	5	-3	2	-4	-36	3	-14	2
O=C(CCCc1nc(-c2ccc(Cl)cc2)no1)NC1CCCC1	35	-0.5	-2	11	15	9	-5	-16	16	0
CCOC(=O)c1[nH]c2ccccc2c1NC(=O)Nc1ccc(OC)cc1	22	-0.1	-5	-1	0	9	-30	-17	30	4
O=C(CSc1nnc(-c2ccncc2)n1Cc1ccco1)c1ccc(Cl)cc1	?	0.7	4	30	4	2	7	13	6	2
O=C(NCC(=O)N1CCN(c2ccccc2F)CC1)c1ccc(Br)o1	18	-0.3	-2	1	21	·	·	-13	-6	·
Cc1[nH]nc(NCCO)c1[N+](=O)[O-]	1	-0.7	0	1	12	-3	-17	-6	14	-8
Cc1cccc(Cn2cnc3c(nnn3Cc3ccc(F)cc3)c2=O)c1	6	-0.2	4	4	4	4	-3	-9	-10	7
Cc1ccc(NC(=O)CNc2ccccc2CN(C)C2CCCCC2)cc1	7	-0.1	-2	-2	24	0	2	17	-28	3
COc1ccccc1-c1nc(C#N)c(N2CCN(c3cccc(Cl)c3)CC2)o1	11	0.1	-15	4	4	0	2	10	0	5
CC(C)Cn1c(-c2ccncc2)n[nH]c1=S	-2	-0.2	3	-9	3	0	-25	3	5	-3
CN(Cc1ccccc1)C(=O)CCC1CCN(S(=O)(=O)N(C)C)CC1	-3	-0.6	-1	-10	13	-9	-16	1	1	-6
Cc1onc(-c2c(F)cccc2Cl)c1C(=O)Nc1nnc(C(F)(F)F)s1	-22	0.2	4	-4	-6	10	-9	2	-3	-4
COc1ccc(C(=O)NC(=S)Nc2ccc3oc(=O)ccc3c2)cc1[N+](=O)[O-]	-8	0.2	1	-12	-11	3	-7	-6	-53	3
CCOC(=O)c1sc2nc(CSc3ccccc3)nc(N3CCCN(C)CC3)c2c1C	15	-5.1	9	13	11	4	17	-1	78*	3
Cc1ccc(NC(=O)c2cc3ccccc3cc2O)cc1	4	3.2	2	3	7	2	-178	1	-179	0
C=CCc1cccc2cc(C(=O)Nc3ccc(F)cc3)c(=O)oc12	-20	-0.3	-1	?	31	-7	0	1	-128	-4
COc1ccccc1N1CCN(Cc2nc(N)nc(Nc3ccc(C)c(Cl)c3)n2)CC1	-1	-0.5	7	-8	17	8	-6	2	50	-4
CCOC(CNC(=O)c1cccc([N+](=O)[O-])c1)OCC	0	-0.2	0	-5	5	-3	-24	1	16	4
CCCC(=O)Nc1c(-c2cccc(C)c2)c(=O)c2ccccc2n1C	-11	-0.2	-4	7	16	1	-8	-5	-2	1
O=S(=O)(c1ccc(F)cc1)c1nc(-c2ccc(F)cc2)oc1NCCN1CCOCC1	1	-0.9	·	0	13	-3	-22	-9	-19	1
COc1ccc(N=Nc2cc(C)ccc2O)cc1	59*	0.0	4	74	7	-6	-91	14	-33	4
O=C(NNC(=O)c1ccccc1Br)c1ccc(Cl)cc1	1	12*	-7	2	3	-3	-7	9	7	-1
